KLF5 inhibitor = inhibitors of KLF5 expression; DLD-1 KLF5 promoter-luciferase reporter, luminescence; 290,000 compounds, 0.23% hits; inhibition, % at 5 µM;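 active means inhibition above a per-plate limit of that plate's mean compound inhibition plus 3 SD, cut at about 60% in these data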;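 further: 0% = DMSO wells and 100% = LY294002 at 200 µM; higher means less KLF5 promoter-driven luciferase light; inactives centre near -14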
aSyn 5UTR inh = 5' untranslated region of α-synuclein, MLPCN primary screen; alpha-synuclein 5'UTR reporter, inhibitor activity; inhibition, % (tested at 7.5 µM); 300,000 compounds, 0.82% hits; AID 1813; in the data active means inhibition above about 60%;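 further: H4 neuroglioblastoma cells stably carrying SNCA 5'UTR luciferase fusion; 0% = DMSO wells and 100% = positive control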
IEC-6 tox = counter-screen for KLF5 inhibitors: cytotoxicity in IEC-6 cells | AID 1825 | inhibition, % at 5 µM | 290,000 compounds, 0.78% hits | IEC-6 cytotoxicity, luminescence viability; in the data active means inhibition above about 22%;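 further: 0% = plate median of test compound wells and 100% = cytotoxic reference compound wells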
GSK3beta inhib = inhibitors of human GSK3beta kinase; AID 2097; activity score (negative = inhibition), % at 10 µM; P49841; 300,000 compounds, 0.038% hits; GST-GSK3beta kinase, ADP-Glo luminescence, 60 min; hits give low values;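 active means more than half of replicate wells score below -50%, meaning over 50% inhibition versus plate controls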;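 further: 0% = median DMSO wells and -100% = median GW8510 positive control wells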
Target sequence (P49841 whole entry, looked up): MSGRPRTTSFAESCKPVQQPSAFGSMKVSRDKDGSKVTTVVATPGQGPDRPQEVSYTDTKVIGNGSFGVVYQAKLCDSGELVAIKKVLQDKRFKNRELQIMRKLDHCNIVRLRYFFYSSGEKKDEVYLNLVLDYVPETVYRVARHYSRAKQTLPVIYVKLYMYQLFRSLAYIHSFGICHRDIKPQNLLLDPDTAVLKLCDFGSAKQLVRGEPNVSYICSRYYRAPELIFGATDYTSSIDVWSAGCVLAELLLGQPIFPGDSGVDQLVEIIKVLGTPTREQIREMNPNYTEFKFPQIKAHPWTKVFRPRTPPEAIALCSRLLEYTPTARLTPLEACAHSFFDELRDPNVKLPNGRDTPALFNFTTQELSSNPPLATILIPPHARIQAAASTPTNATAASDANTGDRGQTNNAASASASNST
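Test system: GST-tagged human GSK3beta kinase, cell-free; evaluation: activity score scaled between in-plate DMSO and GW8510 controls; measured by: ADP-Glo luminescence; incubation: 60 min reaction, RT; benchmarks: DMSO and 20 µM GW8510; reagent: peptide substrate plus 25 µM ATP (final); medium: Tris/MgCl2 kinase buffer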
HSP90 refold inh = inhibitors of HSP90 luciferase refolding in rabbit reticulocyte lysate. luciferase refolding luminescence, 3 h. inhibition, % at 5.6 µM. 290,000 compounds, 0.91% hits;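 active means inhibition above the screen-wide mean plus 3 SD, computed separately per campaign, cut at about 16% in these data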;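 further: 0% = DMSO wells and 100% = 60 µM geldanamycin wells; inhibitors lower the luminescence because luciferase stays unfolded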
Dyrk1A ADPGlo = Dyrk1A (rat) kinase inhibition. ADP-Glo luminescence, NFATc1 peptide. Q63470. 310,000 compounds, 0.43% hits. inhibition, % at 12.5 µM. AID 504441; in the data active means inhibition above about 50%;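 further: plate controls were vehicle with enzyme for no effect and no enzyme for full effect; many of its hits are not listed in these tables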
Platelet DG rel = modulates dense granule release in human platelets. human platelet-rich plasma, SFLLRN dense granule ATP release, luminescence. inhibition, %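 (compounds screened at 7.5 µM in platelet-rich plasma)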. 300,000 compounds, 0.22% hits. AID 1663;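 active means mean replicate score, as percent of positive control, at or above 50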
GSK3 alpha inh = human GSK-3 alpha kinase inhibition | P49840 | ADP-Glo luminescence, 60 min | inhibition, % at 10 µM | 320,000 compounds, 0.1% hits | AID 2650;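 in the data active means inhibition above about 50%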;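 further: GST-tagged GSK-3 alpha with peptide substrate and 25 µM ATP; 0% = DMSO neutral wells and 100% = GW8510 positive control wells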
Target sequence (P49840 whole entry, looked up): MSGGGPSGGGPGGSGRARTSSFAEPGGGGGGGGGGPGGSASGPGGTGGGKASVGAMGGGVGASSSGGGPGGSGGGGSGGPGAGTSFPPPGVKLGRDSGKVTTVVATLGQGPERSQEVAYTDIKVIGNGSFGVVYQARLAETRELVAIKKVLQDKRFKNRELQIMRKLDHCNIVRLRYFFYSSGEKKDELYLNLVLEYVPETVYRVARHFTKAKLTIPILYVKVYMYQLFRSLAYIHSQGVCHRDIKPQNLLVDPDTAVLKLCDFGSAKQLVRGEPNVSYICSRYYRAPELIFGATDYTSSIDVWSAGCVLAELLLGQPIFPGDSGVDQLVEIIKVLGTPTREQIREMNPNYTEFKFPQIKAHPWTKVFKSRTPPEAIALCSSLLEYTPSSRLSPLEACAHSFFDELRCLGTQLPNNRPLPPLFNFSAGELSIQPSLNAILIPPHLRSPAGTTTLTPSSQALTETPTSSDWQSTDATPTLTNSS
HSF1 inh = HSF1 inhibition; NIH3T3-HGL HSE-luciferase, MG132-induced, luminescence 8 h; hits give low values; activity change, negative = inhibition, % at 7.5 µM (by protocol); 300,000 compounds, 0.77% hits;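 active means more than half of replicate wells show activity change below -50%, luminescence cut by over half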;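 further: luciferase reports HSF-1 transcriptional activity via heat shock element; 0% = median of DMSO wells and -100% = zero luminescence signal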
HSF-1 act = increases HSF-1 driven luciferase reporter signal; NIH3T3-HGL HSF-1 luciferase reporter, MG132, 8 h; 100% = twice DMSO control signal; activation, % at 9 µM; AID 504408; 300,000 compounds, 1.7% hits;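 active means mean replicate activation of at least 50% with a set share of replicates each reaching 50%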;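 further: 0% = median of the neutral control wells and 100% = twice that signal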
Numbers without * were called inactive; / = no result given.

SMILES	KLF5 inhibitor	aSyn 5UTR inh	IEC-6 tox	GSK3beta inhib	HSP90 refold inh	Dyrk1A ADPGlo	Platelet DG rel	GSK3 alpha inh	HSF1 inh	HSF-1 act
CN(CCCC(=O)O)c1ccc(N=Nc2ccc([N+](=O)[O-])cc2)cc1	/	-65	/	-6	/	19	10	4	-20	-29
CC(C)N=C(NS(=O)(=O)c1ccc(Br)cc1)c1ccc(Cl)cc1	17	12	3	2	-4	-6	13	-1	7	10
CCOc1ccc(C2NC(=O)c3n[nH]c(C)c32)cc1 (centres undefined)	6	15	-6	-1	-2	-1	4	0	7	6
O=[N+]([O-])c1ccccc1/C=C/C=N/n1c(-c2cc(-c3ccccc3)n[nH]2)n[nH]c1=S	1	-32	-6	1	-2	/	-3	4	0	0
CC1(CC(=O)N/N=C/c2ccc(-c3cccc(C(F)(F)F)c3)o2)OCCO1	-19	-13	2	-2	-2	4	-15	5	1	0
CCCO/N=C1/C(=O)N(c2ccccc2)c2ccccc21	-25	29	2	3	-1	1	-4	-1	-1	32
CCN(CC)C(=O)CSc1nnc(-c2c[nH]c3ccccc23)o1	-106	-42	-4	-2	4	/	-8	-3	25	34
C=CCC1(CC=C)CCCN1C(=O)CC1C(=O)NCCN1Cc1ccc(OC)c(OC)c1 (centres undefined)	-12	-16	-3	0	-1	-2	9	-3	-5	2
COCc1cc(=O)[nH]c2c1c(-c1ccccc1)nn2C	4	-13	-1	-8	2	0	18	14	-3	1
COc1cc(CNCCN(C)C)c(Br)cc1OCC(=O)NCc1ccccc1	-12	-4	-10	0	-2	0	3	-1	-2	-3
O=C(CCCN1C(=O)/C(=C/c2ccccc2Cl)SC1=S)NCCCN1CCOCC1	5	50	4	2	1	7	-6	0	-21	-21
N#Cc1nc(-c2ccco2)oc1NCCCN1CCOCC1	13	-3	5	3	-1	5	11	3	5	7
c1ccc(-c2nnsc2-c2nc3ccccc3[nH]2)cc1	-2	-34	6	1	-6	2	-2	/	14	41
O=C1CCC(C(=O)N2CCCC(C(=O)c3ccc4ccccc4c3)C2)=NN1 (centres undefined)	-29	10	6	5	10	-4	-11	-1	0	27
O=C(COC(=O)C1(c2ccc(F)cc2)CCCC1)NCc1ccco1	12	1	-3	-2	4	9	-5	1	1	1
O=C(COc1ccc2ccc(=O)oc2c1)c1ccccc1	-26	-102	-6	-2	2	1	-33	-1	-7	8
COC(=O)c1ccc(COC(=O)c2ccc(N(C)C)cc2)cc1	-41	-25	-2	0	-2	-4	-16	-3	5	15
COC(=O)c1cc2ccccc2oc1=O	-15	-5	0	2	6	5	1	-1	2	16
Cc1cccc(NC(=O)C2CCN(S(=O)(=O)c3c(C)[nH]c(=O)[nH]c3=O)CC2)c1	8	-13	1	0	5	5	6	/	-6	-11
CC(C)C(=O)Nc1sc2c(c1C(N)=O)CCN(Cc1ccccc1)C2	-12	6	-5	-1	1	-1	4	-2	4	1
COc1ccccc1NC(=O)NCC(c1ccco1)N1CCCCC1 (centres undefined)	4	-2	5	1	3	-6	-5	-2	-7	11
CCOc1ccccc1NC(=O)C1CCCN(C(=O)NCc2ccccc2)C1 (centres undefined)	-13	-20	-5	2	-2	5	-1	-3	-5	1
COc1ccc(NC(=O)CSc2nccn2-c2ccccc2)c(OC)c1	-14	15	3	-1	-4	3	-5	-4	4	8
CCOC(=O)c1c(C)n(C)c2ccc(OC(=O)c3ccc(N4C(=O)CCC4=O)cc3)cc12	-39	-11	2	-3	-1	-7	10	-3	1	-8
CN1CCN(CC(O)COCc2ccc3c(c2)OCO3)CC1 (centres undefined)	-26	24	-3	-10	2	9	1	2	-7	12
CCOc1cccc(NC(=O)/C(C#N)=C\c2cn(CC(=O)O)c3ccccc23)c1	0	8	0	1	3	/	17	-1	-4	15
Cc1ccc(SCc2nc(-c3ccccc3)no2)cc1	-23	-24	-6	3	0	4	-101	-2	17	8
CC1CC(C)CN(C(=O)CCc2ccccc2)C1 (centres undefined)	-4	3	-4	1	3	-2	6	-8	4	35
CCn1cc(C(=O)Nc2cccc(C(=O)OC)c2)c(=O)c2ccc(C)nc21	/	10	/	0	/	4	-3	-1	/	/
CC(=O)Nc1ccc(CN2CCCCCC2)cc1	-20	-4	7	1	-3	/	-1	-1	1	-9
O=C1CC(c2ccccc2Cl)=NN(c2ncnc3ccccc23)C1=O	-28	-74	0	-4	1	7	2	-11	-2	-5
CCN1C(=O)N(c2cccc3ccccc23)C(C)=CC1(C)C	14	7	5	-4	3	-5	16	-1	3	-1
C=CCN(CC=C)CCCOc1ccccc1C(=O)OC	2	5	-3	3	-2	0	3	/	-15	-27
COc1ccc(CNc2nc(Cl)c(C#N)s2)cc1	-92	-95	-6	3	5	-2	-2	2	0	4
NS(=O)(=O)c1ccc(NC(=O)c2cc(-c3cccs3)nc3ccccc23)cc1	-3	10	2	1	-2	3	0	1	5	3
CCCOc1ccc(C(=O)CCNc2ccc(C)c(Cl)c2)cc1	-2	-16	4	-2	0	5	0	-3	-14	-31
CN1CCN(C(=O)CSc2nnc(COc3ccc(Cl)cc3)o2)CC1	0	4	2	-2	-4	1	-3	1	9	21
COc1ccccc1NC(=O)Nc1ccccc1SC	10	-24	0	0	5	-5	-2	-1	5	10
CCC(C)(C)n1nnnc1C(c1ccc(C)cc1)N1CCCC1 (centres undefined)	-13	5	-3	2	3	-4	6	-4	-1	-1
COc1ccc(S(=O)(=O)NCC2CCC(C(=O)NCc3cccnc3)CC2)cc1 (centres undefined)	12	-29	2	4	1	/	-6	-5	-2	34

Whole records, quoted from the list. Order of screens: KLF5 inhibitor, aSyn 5UTR inh, IEC-6 tox, GSK3beta inhib, HSP90 refold inh, Dyrk1A ADPGlo, Platelet DG rel, GSK3 alpha inh, HSF1 inh, HSF-1 act
Listed for `CCCOc1ccc(C(=O)CCNc2ccc(C)c(Cl)c2)cc1` = -2, -16, 4, -2, 0, 5, 0, -3, -14, -31
Listed for `O=C1CCC(C(=O)N2CCCC(C(=O)c3ccc4ccccc4c3)C2)=NN1` (centres undefined) = -29, 10, 6, 5, 10, -4, -11, -1, 0, 27
Listed for `O=C(COc1ccc2ccc(=O)oc2c1)c1ccccc1` = -26, -102, -6, -2, 2, 1, -33, -1, -7, 8
Listed for `COc1cc(CNCCN(C)C)c(Br)cc1OCC(=O)NCc1ccccc1` = -12, -4, -10, 0, -2, 0, 3, -1, -2, -3

Following part
SMILES	KLF5 inhibitor	aSyn 5UTR inh	IEC-6 tox	GSK3beta inhib	HSP90 refold inh	Dyrk1A ADPGlo	Platelet DG rel	GSK3 alpha inh	HSF1 inh	HSF-1 act
Cc1ccc(-c2nc(N)n(S(C)(=O)=O)n2)cc1	-26	-29	1	0	-1	5	24	10	-30	-46
Cc1cccc(Nc2nnc(SCC(=O)c3ccc(O)cc3O)s2)c1	14	20	-2	-2	-2	8	3	0	-5	8
O=C(Nc1ccc(F)cc1F)c1ccc2nc(N3CCOCC3)sc2c1	-95	-62	6	1	-4	-1	-17	3	-2	-4
Cc1sc(NC(=O)CCC(=O)O)c(C(N)=O)c1-c1ccccc1	-13	-4	-3	2	-4	-6	-5	-1	-4	-1
COc1ccc(C(=O)NC2CCc3ccccc32)cc1OC1CCN(C(C)C)CC1 (centres undefined)	-29	-13	2	-1	6	4	11	4	5	43
Cc1ccccc1-n1nc2c(c1NC(=O)c1ccc(Br)o1)CSC2	-8	23	-2	-1	-2	9	-9	1	-6	-5
O=c1cc(O)nc(SCc2ccccc2)n1-c1ccc(Cl)cc1	-15	-1	-7	2	-6	/	10	0	-10	5
O=C(NCc1ccccc1)c1ccc(CS(=O)(=O)c2ccc(Br)cc2)o1	-10	-7	-15	-1	-4	2	9	-1	-7	-6
CS(=O)(=O)c1cnc(-c2ccccc2)nc1-c1ccccc1Cl	-14	-4	-8	-3	2	0	0	-5	6	8
Cc1ccc(-c2cc(-c3ccccc3)nc(N)c2C#N)o1	-26	33	1	3	1	-1	-7	-1	3	15
O=C(CCn1c2c(c3ccccc31)CCCC2)NNC(=O)c1ccc([N+](=O)[O-])cc1	-26	25	-3	-2	0	-2	-13	0	-2	-20
Cc1ccccc1-n1c(SCC(=O)c2c(N)n(C)c(=O)n(C)c2=O)nc2sc3c(c2c1=O)CCCC3	-2	40	-2	-2	4	-1	9	1	23	27
COc1ccc(N2CCN(C(=O)Cc3ccc(C)cc3)CC2)cc1	-11	6	6	2	-2	5	4	-4	12	39
Cc1ccc(S(=O)(=O)CCc2ccncc2)cc1	-12	2	-3	1	1	-1	-2	4	-6	-2
O=C(c1cc(-c2ccncc2)nc2ccccc12)N1CCN(c2ccc(N3CCOCC3)nn2)CC1	-24	-2	3	2	-1	-4	-3	-4	-2	-17
CC(=O)N/C(=C/c1ccc(OS(=O)(=O)c2ccc(C)cc2)cc1)C(=O)NCCO	-14	-18	-5	-1	1	5	1	0	2	-5
O=C(NC(=S)Nc1ccc2oc(=O)ccc2c1)c1cccc(Cl)c1	-47	-19	-8	0	-5	18	2	-1	5	13
COc1cc(/C=N/NC(=O)CNC(=O)c2cccs2)ccc1O	-9	5	-1	1	-3	-1	2	0	-1	-4
Cc1nn(Cc2cccc(C(=O)Nc3ccn(Cc4ccccc4F)n3)c2)c(C)c1[N+](=O)[O-]	2	22	-1	-2	3	-7	11	-3	8	20
O=C(Nc1ccc2nc(-c3ccco3)[nH]c2c1)c1ccco1	-45	-118	-4	0	-2	6	15	-2	19	14
CC1CN(CC(O)COc2ccc(C(C)C)cc2)CC(C)O1 (centres undefined)	-1	-12	-4	1	6	-6	4	-9	-9	-5
CC(C)(NC(=O)NC(CO)c1ccccc1)c1cccc(C(C)(C)NC(=O)NC(CO)c2ccccc2)c1 (centres undefined)	/	19	/	-1	/	4	6	-5	4	4
CSC1=C(C#N)C(CC(C)C)C2=C(CCCC2=O)N1 (centres undefined)	3	0	0	-2	2	6	16	0	7	12
Cc1ccc(OCCCC(=O)Nc2ccc(N3CCOCC3)cc2)cc1	-33	-8	-1	0	2	3	3	0	3	8
S=c1[nH]ncn1/N=C/c1ccccc1	0	14	5	1	2	-8	13	-1	-11	9
Oc1ccc(Nc2nnc(-c3ccc(O)cc3)c3ccccc23)cc1	-36	25	-8	2	-4	/	25	2	9	13
COc1ccc2[nH]c(CN3CCN(CC=C(C)C)C(CCO)C3)c(C)c2c1 (centres undefined)	-17	-10	1	1	0	2	-22	/	1	1
O=Cc1ccc(OCC(=O)NC(=O)NC2CCCCC2)cc1	-5	-7	1	0	0	0	0	1	1	17
OCCN(Cc1nc(-c2ccc3c(c2)OCO3)no1)Cc1cccs1	-6	-19	1	0	-4	4	1	0	-1	1
O=C(NCc1ccc(F)cc1)c1cnc(-c2ccccn2)nc1C(F)(F)F	-27	-23	4	1	5	4	-9	0	3	-22
COc1cc(-c2nc(C(F)(F)F)c(OC)o2)cc(OC)c1OC	5	-12	7	-1	4	4	-2	1	-8	-15
CC(=O)Nc1ccc(S(=O)(=O)N2CCC(=O)Nc3ccccc32)cc1	-15	6	0	-4	1	-3	2	0	3	2
CN(C)C(=O)c1cn(N(C)c2ncc(C(F)(F)F)cc2Cl)c(=O)c2ccccc12	-23	16	2	-3	1	-2	0	-2	-9	-3
COc1ccc(/C=N/NC(=O)c2ccccc2OC)cc1COc1ccc(C)cc1	-27	5	2	3	5	1	16	-5	11	21

Screening results deposited in PubChem BioAssay by several laboratories.

Only part of the results is shown; rates above refer to the full screens.
